HSF1 activator: HSF-1 activators, primary screen, NIH3T3-HGL cells, MG132 stress, luminescence, single point; NIH3T3-HGL HSF-1 luciferase reporter, 8 h; 100% = twice DMSO control signal; activation, % at 9 µM; 300,000 compounds, 1.7% hits;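 active = mean replicate activation of at least 50% with a set share of replicates each reaching 50%; inconclusive = only one of those two conditions met; inactive = mean below 50% and too few replicates reaching it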;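 also: 0% = median of the neutral control wells and 100% = twice that signal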
aSyn 5UTR inh: MLPCN primary screen, SNCA 5' untranslated region; alpha-synuclein 5'UTR reporter, inhibitor activity; inhibition, % (tested at 7.5 µM); 300,000 compounds, 0.82% hits; in the data active = inhibition above about 60%; inconclusive = no clear call, values can overlap the other calls;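 also: H4 neuroglioblastoma cells stably carrying SNCA 5'UTR luciferase fusion; 0% = DMSO wells and 100% = positive control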
DYRK1A inh: rat Dyrk1A kinase inhibitors, primary screen, biochemical, single point, plate reader; Dual specificity tyrosine-phosphorylation-regulated kinase 1A (Rattus norvegicus), Q63470; ADP-Glo luminescence, NFATc1 peptide; inhibition, % at 12.5 µM; 310,000 compounds, 0.43% hits; in the data active = inhibition above about 50%;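 also: plate controls were vehicle with enzyme for no effect and no enzyme for full effect; many of its hits are not listed in these tables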
Platelet DG rel: inhibitors of platelet dense granule secretion, primary screen, cell-based, MLPCN, human platelets; human platelet-rich plasma, SFLLRN dense granule ATP release, luminescence; inhibition, %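 (compounds screened at 7.5 µM in platelet-rich plasma)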; 300,000 compounds, 0.22% hits; AID 1663, 2009;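 active = mean replicate score, as percent of positive control, at or above 50; inconclusive = mean below 50 but at least one replicate at or above 50; inactive = mean and every replicate below 50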
IEC-6 tox: cytotoxicity in IEC-6 intestinal epithelial cells, primary screen, cytotoxicity control for KLF5 inhibitor project, cell-based, luminescence. IEC-6 cytotoxicity, luminescence viability. inhibition, % at 5 µM. 290,000 compounds, 0.78% hits. AID 1825, 2009; in the data active = inhibition above about 22%;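 also: 0% = plate median of test compound wells and 100% = cytotoxic reference compound wells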
KLF5 inh: KLF5 expression inhibitors, primary screen, DLD-1 cells, luminescence | 290,000 compounds, 0.23% hits | DLD-1 KLF5 promoter-luciferase reporter | inhibition, % at 5 µM | AID 1700, 2009;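 active = inhibition above a per-plate limit of that plate's mean compound inhibition plus 3 SD, cut at about 60% in these data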;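 also: 0% = DMSO wells and 100% = LY294002 at 200 µM; higher means less KLF5 promoter-driven luciferase light; inactives centre near -14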
GSK3B inh: human GSK3beta kinase inhibitors, primary screen, biochemical, cell-free homogeneous, HTS; GST-GSK3beta kinase, ADP-Glo luminescence, 60 min; stronger effect = lower value; Glycogen synthase kinase-3 beta (Homo sapiens), P49841; activity score (negative = inhibition), % at 10 µM; 300,000 compounds, 0.038% hits;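 active = more than half of replicate wells score below -50%, meaning over 50% inhibition versus plate controls; inconclusive = some replicates but at most half score below -50%; inactive = no replicate scores below -50%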;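 also: 0% = median DMSO wells and -100% = median GW8510 positive control wells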
Target sequence (P49841 whole entry, looked up): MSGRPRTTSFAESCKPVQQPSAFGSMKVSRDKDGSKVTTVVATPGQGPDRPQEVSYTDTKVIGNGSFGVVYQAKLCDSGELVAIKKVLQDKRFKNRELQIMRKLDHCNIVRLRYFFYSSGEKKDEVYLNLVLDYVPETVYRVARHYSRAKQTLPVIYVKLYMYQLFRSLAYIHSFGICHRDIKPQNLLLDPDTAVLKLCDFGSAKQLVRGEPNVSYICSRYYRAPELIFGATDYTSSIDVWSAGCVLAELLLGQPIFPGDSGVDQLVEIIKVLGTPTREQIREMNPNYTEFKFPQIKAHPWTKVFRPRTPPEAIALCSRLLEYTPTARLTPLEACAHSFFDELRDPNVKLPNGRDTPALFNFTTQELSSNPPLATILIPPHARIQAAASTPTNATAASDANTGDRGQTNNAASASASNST
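Test system: GST-fused GSK3beta enzyme, cell-free | Quantity: 1.6 ng GST-GSK3beta enzyme per well | Reagent: 25 µM ATP with peptide substrate | Schedule: 60 min enzyme reaction, room temperature | Signal: Luminescent ADP-Glo measurement of ADP formed | Read-out basis: Score relative to plate controls | Control set: DMSO and 20 µM GW8510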
GSK3A inh: blockers of GSK3A enzyme activity – biochemical, luminescence, cell-free homogeneous, HTS, primary screen; 320,000 compounds, 0.1% hits; inhibition, % at 10 µM; GSK-3 alpha kinase, ADP-Glo luminescence, 60 min; Glycogen synthase kinase-3 alpha (Homo sapiens), P49840; AID 2650, 2010;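 in the data active = inhibition above about 50%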;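 also: GST-tagged GSK-3 alpha with peptide substrate and 25 µM ATP; 0% = DMSO neutral wells and 100% = GW8510 positive control wells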
Target sequence (P49840 whole entry, looked up): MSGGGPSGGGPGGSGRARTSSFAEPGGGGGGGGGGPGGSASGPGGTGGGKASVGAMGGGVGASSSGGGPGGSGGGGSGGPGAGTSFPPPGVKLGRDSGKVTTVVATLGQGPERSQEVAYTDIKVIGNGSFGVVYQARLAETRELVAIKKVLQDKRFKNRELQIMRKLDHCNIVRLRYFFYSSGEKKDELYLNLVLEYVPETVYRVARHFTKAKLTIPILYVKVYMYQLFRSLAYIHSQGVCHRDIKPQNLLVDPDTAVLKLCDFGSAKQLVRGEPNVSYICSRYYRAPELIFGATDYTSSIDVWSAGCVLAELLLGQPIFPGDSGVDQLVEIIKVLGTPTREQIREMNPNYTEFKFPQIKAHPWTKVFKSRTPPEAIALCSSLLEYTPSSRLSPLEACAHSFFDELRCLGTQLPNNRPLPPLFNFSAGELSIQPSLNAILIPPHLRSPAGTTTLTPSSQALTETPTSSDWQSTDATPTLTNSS
HSP90 refold inh: HSP90 inhibitors, primary screen, cell lysate, luminescence; inhibition, % at 5.6 µM; Rabbit reticulocyte lysate, luciferase refolding luminescence, 3 h; Heat shock protein HSP 90 (rabbit reticulocyte lysate; luciferase refolding); 290,000 compounds, 0.91% hits;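 active = inhibition above the screen-wide mean plus 3 SD, computed separately per campaign, cut at about 16% in these data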;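 also: 0% = DMSO wells and 100% = 60 µM geldanamycin wells; inhibitors lower the luminescence because luciferase stays unfolded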
HSF1 inhib: HSF1 inhibitors in luciferase reporter cells, primary screen, cell-based, NIH3T3, luminescence; 300,000 compounds, 0.77% hits; activity change, negative = inhibition, % at 7.5 µM (by protocol); NIH3T3-HGL HSE-luciferase, MG132-induced, luminescence 8 h; stronger effect = lower value;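 active = more than half of replicate wells show activity change below -50%, luminescence cut by over half; inconclusive = some wells, but at most half, below -50%; inactive = no replicate well below -50%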;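 also: luciferase reports HSF-1 transcriptional activity via heat shock element; 0% = median of DMSO wells and -100% = zero luminescence signal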
* = called active by the depositor; ? = inconclusive; . = no result given. These rows are one share of the data, so the mix of outcomes need not match the whole.

Each structure is followed by: HSF1 activator, aSyn 5UTR inh, DYRK1A inh, Platelet DG rel, IEC-6 tox, KLF5 inh, GSK3B inh, GSK3A inh, HSP90 refold inh, HSF1 inhib
COC(=O)c1cn(NC(=O)c2cccnc2)c(=O)c2ccccc12
  3, 6, 6, 2, -3, -22, -28, -4, 1, 1
C=CCOc1ccccc1CN1CCC(n2nccc2NC(=O)C2CCOC2)CC1 (stereo not drawn)
  -21, 14, 4, 13, 1, -12, 2, -3, -3, -2
C#CCSc1nc2ccccc2n1C(=O)c1ccc(S(=O)(=O)N2CCCCC2)cc1
  ., ., 1, ., 1, -10, ., 2, -2, .
Cc1ncc(CN2CCCC(CCC(=O)NCc3ccccc3F)C2)s1 (stereo not drawn)
  8, 5, 0, 7, -2, -3, -3, -1, 3, -4
Cc1ccc2c(c1)N(C(=O)CCC(=O)NC1CCN(Cc3ccccc3)CC1)CC(C)O2 (stereo not drawn)
  -13, -15, -4, 11, 2, -15, 2, 0, -4, -1
COc1ccc(CCN2CC34C=CC(O3)C(C(=O)NCc3ccccc3)C4C2=O)cc1OC (stereo not drawn)
  1, -10, 3, 2, 1, -8, 0, -1, -2, -4
CCCCCCCCNC(=O)CC(NS(=O)(=O)c1ccc(NC(C)=O)cc1)C(C)C (stereo not drawn)
  7, 3, ., 2, -1, -2, 1, 0, 3, 3
O=C(COC(=O)c1ccc[nH]c1=O)NC1CCCC1
  -2, 3, 16, 5, -3, -20, 0, -4, 4, 6
COc1ccc2c(Cl)c(C(=O)NC3CCS(=O)(=O)C3)sc2c1 (stereo not drawn)
  -5, -80, 23, -143, 5, -51, -3, 2, 0, 10
O=C(c1ccc(S(=O)(=O)N2CCCC2)cc1)N1CCC(CN2C(=O)c3cccc4cccc(c34)C2=O)CC1
  3, 12, -2, 5, -2, 13, 0, 0, 0, -6
COC(=O)c1cccc(Nc2nc(-c3ccncc3)nc3ccccc23)c1
  -17, -2, -3, 0, -2, 4, -9, 0, 8, -6
O=c1[nH]c2ccccc2c(O)c1-c1ccccc1[N+](=O)[O-]
  -4, 1, -1, -1, -9, 9, 1, 3, -8, -7
CCCOc1ccc(-c2c(=O)n(OCC(=O)OCC)c3ccccc3[n+]2[O-])cc1
  56*, -88, -1, 5, 3, -58, 4, 0, -3, 34
COC(=O)c1cccc(C(=O)N2CCCC(C(=O)c3cccc(OC(C)C)c3)C2)c1 (stereo not drawn)
  11, 28, ., 3, -1, -9, 0, 3, -6, -2
COc1ccc(CNc2cccc3[nH]c(C(F)(F)F)nc23)cc1
  -18, 17, -3, -5, 1, -13, -1, -3, -2, -12
CNC(=O)c1cc2c(s1)-c1ccccc1CC2
  16, -133, 53*, -3, 7, -98, -2, 5, 0, 23
COc1ccc(N2C(=O)/C(=C\c3ccco3)N=C2SCC(=O)N(C(C)C)C(C)C)cc1Cl
  13, 0, -9, -15, 1, 2, 0, -4, -3, 17
CC1CCN(c2c(NCc3ccc(C(=O)NCc4ccco4)cc3)c(=O)c2=O)CC1
  -5, 6, 11, 6, -2, -1, 2, -2, -1, -2
O=C(CSc1ncc(-c2ccccc2)n1-c1ccccc1)NCc1ccco1
  -1, 34, -1, 0, -2, -16, -3, -1, -1, 5
Cn1nccc1C(=O)N1CCOCC1
  -12, 0, 3, -2, 9, 2, -2, -4, -1, -4
COc1ccccc1/C=N/N1C(=O)C2C3C=CC(CC3)C2C1=O (stereo not drawn)
  11, 4, 1, 13, 1, 12, 3, -2, 4, -2
Cc1ccccc1C(=O)NNC(=O)c1ccc(F)cc1
  -10, -55, -3, -3, 6, -50, 1, -1, 0, -2
Cc1nc2ccccc2c(=O)n1/N=C/c1ccccc1OC(F)F
  -14, -21, -2, -1, 0, -32, -2, -2, -2, 0
Cc1ccc(CNC(=O)c2cc(-c3ccccc3)nn2Cc2cc(C)no2)cc1
  20, 38, -3, -2, ., ., 0, -3, ., 9
O=[N+]([O-])c1ccc(COc2cccc3cccnc23)cc1
  59*, -42, -4, 0, -2, -86, 0, -1, 2, 24
O=C(COc1ccc2ccc(=O)oc2c1)Nc1c(Cl)cccc1C(F)(F)F
  -14, 10, -1, 0, -6, -15, 1, 0, -4, -4
Cc1cccc(C)c1OCCCN1CCCC1
  -2, 11, 0, -1, 0, -11, 4, 0, -2, -1
COc1cc(/C=N/NC(=S)NCc2ccccc2)ccc1OCC#N
  -5, 22, 1, 4, 5, -1, 2, 0, 3, -1
Cn1cccc1Cc1nnc(SCC(=O)Nc2ccc(Cl)cc2)n1-c1ccc(F)cc1
  1, 2, -4, 0, -1, 2, -1, -3, -6, -2
CC1CCCN(S(=O)(=O)c2ccccc2[N+](=O)[O-])C1 (stereo not drawn)
  9, -23, -6, -20, 0, -25, 1, -8, 7, -5
CCC1CCCCN1Cc1nc(Cc2ccccc2Cl)no1 (stereo not drawn)
  -13, -13, 12, 14, 2, -8, 4, -3, -1, -3
Cc1cnc(C(=O)Nc2ccc3c(c2)CCC3)cn1
  ?, -136, 3, 3, 9, -180, -2, 2, 17*, 27
Cc1nc(=O)c(-c2ccccc2)c(C)n1-c1ccccc1
  -2, 16, 3, 2, 1, 2, 1, -8, -1, 0
O=C(Cc1ccccc1)Nc1ccc(C(=O)NCC2COc3ccccc3O2)cc1 (stereo not drawn)
  9, -4, -2, 36, -4, -19, 1, -1, 0, 3
COCc1cc(C)nc(N2CCOCC2)c1C#N
  -17, 23, -1, 1, -10, 1, 0, -1, -4, 2
CC(=O)N1CCN(CCN(CC2C(C)C=C(C)CC2C)C(C)=O)CC1 (stereo not drawn)
  24, 7, 1, 4, 7, -7, 3, 1, 1, 1
Cc1ccccc1C(=O)Nc1ccc(CN2CCOCC2)cc1
  18, -26, 1, 15, 3, -21, -4, 2, -2, 11
CCN1CCN(c2ccc(S(=O)(=O)N3CCCCC3)cc2NC(=O)CC(C)c2ccccc2)CC1 (stereo not drawn)
  5, -17, 11, -2, ., ., -4, 3, ., -1
COc1c(-c2ccc(O)c(O)c2)oc2cc(O)cc(O)c2c1=O
  16, 7, 85*, -3, ., ., 1, 90*, ., 5
CCOC(=O)N1CCC2(CC1)C(C#N)=C(N)OC1=C2C(=O)CCC1
  5, 4, 5, -4, -7, -19, -2, -3, 2, -3

HSP90 refold inh: entries above that show a hit
| Molecule | HSF1 activator | aSyn 5UTR inh | DYRK1A inh | Platelet DG rel | KLF5 inh | GSK3B inh | GSK3A inh | HSP90 refold inh | HSF1 inhib |
| --- | --- | --- | --- | --- | --- | --- | --- | --- | --- |
| Cc1cnc(C(=O)Nc2ccc3c(c2)CCC3)cn1 | ? | -136 | 3 | 3 | -180 | -2 | 2 | 17* | 27 |

Quoted at random: two records from the list, in no set order.
Each structure is followed by: HSF1 activator, aSyn 5UTR inh, DYRK1A inh, Platelet DG rel, IEC-6 tox, KLF5 inh, GSK3B inh, GSK3A inh, HSP90 refold inh, HSF1 inhib
COC(=O)c1cccc(C(=O)N2CCCC(C(=O)c3cccc(OC(C)C)c3)C2)c1 (stereo not drawn)
  11, 28, ., 3, -1, -9, 0, 3, -6, -2
Cc1cnc(C(=O)Nc2ccc3c(c2)CCC3)cn1
  ?, -136, 3, 3, 9, -180, -2, 2, 17*, 27

(continued)
Each structure is followed by: HSF1 activator, aSyn 5UTR inh, DYRK1A inh, Platelet DG rel, IEC-6 tox, KLF5 inh, GSK3B inh, GSK3A inh, HSP90 refold inh, HSF1 inhib
CCN1CCN(Cc2c(C)[nH]c3ccc(OC)cc3c2=O)CC1
  1, -20, 3, 2, 0, -16, 2, ., 3, -14
CC(/C=N/NC(=O)c1cccc([N+](=O)[O-])c1)=C\c1ccccc1
  48, -52, 0, 5, 10, 5, ., -2, 4, 25
COc1ccc(N2C(=O)CC(SCC(=O)O)C2=O)cc1 (stereo not drawn)
  -44, -13, -3, 5, -5, -21, -2, 1, 0, -29
COc1ccc(-n2nnnc2SCC(=O)Nc2ccccc2N2CCOCC2)cc1OC
  3, 37, 4, -1, 5, -20, -1, -1, 3, 0
CCC(=O)NC(c1cccs1)c1ccc2cccnc2c1O (stereo not drawn)
  3, 80*, -7, 6, 28*, 78*, -1, -1, 14, 6
CC(=O)Nc1cc(C(=O)N2CCc3ccccc3C2)ccc1Sc1ccc(C)cc1
  8, 7, -5, 6, 8, -32, 0, -2, 1, 1
O=C(O)C1C2C=CC(C2)C1C(=O)NC1CCN(Cc2ccccc2)CC1 (stereo not drawn)
  -4, 6, -4, 0, -1, -4, 4, -2, 4, -5
CC1=C(C(N)=O)C(c2cccnc2)n2nc(-c3cccc(Cl)c3)nc2N1 (stereo not drawn)
  1, -4, 4, 1, 2, 8, 1, 0, -3, -2
NS(=O)(=O)c1cccc(NC(=O)c2cccs2)c1
  4, -22, 4, -6, 1, -16, 1, -5, -1, 6
Cc1cccc(C(=O)Nc2cc(OCc3cccc(F)c3)c(Cl)cc2Cl)c1
  17, -31, -7, -1, 1, 11, -2, 1, 1, 13
O=C(ONC1=NCCCCC1)c1ccc(Cl)cc1
  10, 6, 2, 4, 5, -37, 3, 1, 3, 13
O=C(c1ccc(Cl)cc1)C1CCCN(Cc2ccc(Oc3ncccn3)cc2)C1 (stereo not drawn)
  -8, 1, 5, 52*, -7, 0, 0, 4, -1, -3

Screening results: PubChem BioAssay, several laboratories
